# From PubChem BioAssay
# D2 antagonist: HTS Assay for Allosteric Antagonists of the Human D2 Dopamine Receptor: Primary Screen for Antagonists. HEK293 TREx D2 cells, calcium flux, dopamine EC80. inhibition, % at 10 µM. 340,000 compounds, 2% hits. AID 485344, 2010; in the data active = inhibition above about 30%; note: 0% is about no effect
#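 Calcium flux kinetic readout in an inducible HEK293 TREx D2 line plated overnight at 30 C. After 180 s compound exposure, an EC80 dopamine challenge follows with another 180 s kinetic read to detect antagonism.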
# D2 ag: HTS Assay for Allosteric Agonists of the Human D2 Dopamine Receptor: Primary Screen for Agonists; HEK293 T-REx D2 cells, calcium flux agonist mode; activation, % at 2 µM; 340,000 compounds, 0.53% hits;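 active = activation over 3 SD above normal in the single-dose calcium agonist read, cut at about 30% in these data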; note: 0% is about no effect
#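 Tetracycline-induced HEK293 Trex cells with D2 receptor force-coupled to calcium signaling, plated overnight at 30 C and loaded with no-wash calcium dye. Calcium flux read kinetically for 180 s after compound addition; responses flag agonists.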
# D2 potentiator: HTS Assay for Positive Allosteric Modulators of the Human D2 Dopamine Receptor: Primary Screen for Potentiators; D(2) dopamine receptor (Homo sapiens), P14416; HEK293 T-REx D2, calcium flux, EC20 dopamine potentiation; potentiation, % at 10 µM; 340,000 compounds, 0.34% hits;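 active = potentiation over 3 SD above the plate norm, cut at about 30% in these data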; note: 0% is about no effect
#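 Potentiation of an EC20 dopamine calcium response measured kinetically over 180 s, after a preceding 180 s compound-only read flagging agonists. Cells: inducible Hek293 Trex D2 line, 4000/well, cultured overnight at 30 C before dye loading.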
# D1 PAM: Potentiators of Human D1 Dopamine Receptor: qHTS; D(1A) dopamine receptor (Homo sapiens), P21728; HEK293 TREx D1 cells, calcium flux, dopamine EC20 potentiation; potentiation, % at 10 µM; 360,000 compounds, 0.036% hits; in the data active = potentiation above about 30%; note: 0% is about no effect
# Target sequence (P21728 whole entry, looked up): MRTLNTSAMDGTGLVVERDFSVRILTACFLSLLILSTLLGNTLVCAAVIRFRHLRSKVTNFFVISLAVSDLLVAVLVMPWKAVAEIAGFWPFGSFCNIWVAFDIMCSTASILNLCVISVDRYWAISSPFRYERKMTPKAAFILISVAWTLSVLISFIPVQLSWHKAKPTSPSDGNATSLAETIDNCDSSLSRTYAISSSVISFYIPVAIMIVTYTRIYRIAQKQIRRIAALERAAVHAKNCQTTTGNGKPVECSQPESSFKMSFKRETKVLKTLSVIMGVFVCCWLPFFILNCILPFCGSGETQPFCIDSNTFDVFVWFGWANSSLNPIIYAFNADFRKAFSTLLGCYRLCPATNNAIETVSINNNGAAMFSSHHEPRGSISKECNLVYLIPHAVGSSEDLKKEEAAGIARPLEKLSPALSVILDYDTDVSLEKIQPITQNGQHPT
# D1 agonist: Allosteric Agonists of the Human D1 Dopamine Receptor: qHTS. D(1A) dopamine receptor (Homo sapiens), P21728. HEK293 T-REx D1 cells, calcium flux, agonist mode. activation, % at 2 µM. 360,000 compounds, 1% hits. AID 504660, 2011; note: 0% is about no effect
#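 Tetracycline-induced HEK293 TREx D1 cells, force-coupled to calcium signalling, were dye-loaded with a no-wash calcium kit. Compound was pin-added after a 10 s baseline. Fluorescence was read kinetically at 1 cycle/s for 180 s, with calcium rises flagged as agonism.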
# D1 antagonist: Antagonist of Human D 1 Dopamine Receptor: qHTS; D(1A) dopamine receptor (Homo sapiens), P21728; activity change, negative = inhibition, % at 10 µM; AID 504652, 2011; 360,000 compounds, 3.2% hits; HEK293 TREx D1 cells, calcium flux, dopamine EC80; stronger effect = lower value; in the data active = activity change below about -30%; note: % is set by controls: 0 for no effect and ±100 for the full control effect
#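 HEK293 T-REx cells expressing inducible, force-coupled D1 receptor; no-wash Ca dye, 30–90 min RT. Cmpd → 180 s read at 1 Hz → EC80 DA → 180 s read.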
# TRHR enhancer: qHTS for Small Molecule Agonists and Allosteric Enhancers of Human TRH Receptor: Primary Screen for Enhancers | enhancement, % at 2 µM | 360,000 compounds, 0.66% hits | TRHR cells, fluo-8 calcium fluorescence, EC20 TRH enhancement; in the data active = enhancement above about 30%; note: 0% is about no effect
# Target sequence (P34981 whole entry, looked up): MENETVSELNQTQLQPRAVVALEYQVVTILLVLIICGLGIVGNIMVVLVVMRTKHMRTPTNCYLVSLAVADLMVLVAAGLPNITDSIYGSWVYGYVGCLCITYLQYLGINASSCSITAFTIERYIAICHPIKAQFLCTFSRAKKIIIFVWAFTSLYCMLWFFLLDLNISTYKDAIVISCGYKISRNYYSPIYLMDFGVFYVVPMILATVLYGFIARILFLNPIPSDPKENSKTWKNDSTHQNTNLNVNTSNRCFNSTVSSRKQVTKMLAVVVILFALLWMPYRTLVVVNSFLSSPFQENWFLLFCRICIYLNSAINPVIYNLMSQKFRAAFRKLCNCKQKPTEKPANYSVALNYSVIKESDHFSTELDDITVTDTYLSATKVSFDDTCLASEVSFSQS
#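 TRHR-expressing cells loaded with fluo-8 calcium dye were read kinetically (ex 480/em 530) during compound addition, then stimulated with an EC20 of TRH (10 nM final). Enhancement of the Gq-mediated intracellular calcium response was scored.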
# TRHR agonist: qHTS for Small Molecule Agonists and Allosteric Enhancers of Human TRH Receptor: Primary Screen for Agonists; activation, % at 2 µM; 360,000 compounds, 0.18% hits; TRHR cells, calcium flux fluo-8, FDSS agonist mode; AID 493084, 2011; note: 0% is about no effect
#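 Fluo-8-loaded TRHR cells; 10 s baseline, compound added, kinetic Ca2+ fluorescence read 1/s, agonist mode.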
# RXFP1 antag: qHTS Assay for Antagonists of the Relaxin Receptor RXFP1; Relaxin receptor 1 (Homo sapiens), Q9HBX9; activity change, negative = inhibition, % at 57.5 µM; 350,000 compounds, 0.59% hits; HEK293-RXFP1, relaxin-stimulated cAMP HTRF, 30 min; stronger effect = lower value;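 active = activity change of -60% or lower, but not beyond a set lower limit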; note: % is set by controls: 0 for no effect and ±100 for the full control effect
# Numbers without * were called inactive; / = not tested or not shown. Cut-off read from the data, not from the text of the source, unless noted: active = activation above about 30%; inactive = the rest.
no.	compound	D2 antagonist	D2 ag	D2 potentiator	D1 PAM	D1 agonist	D1 antagonist	TRHR enhancer	TRHR agonist	RXFP1 antag
1	O=C(C1=C[C@H](c2ccc(C(F)(F)F)cc2)C[C@H](OCCCCO)O1)N1CCOCC1	8	-0.6	4	-4	2	12	-1	0.3	/
2	Cc1cccc(NC(=O)C2Cc3ccccc3O/C2=N\O)c1 (stereo not drawn)	/	/	/	4	0	1	-5	0.6	1
3	Nc1nonc1-n1nnc(C(=O)N/N=C/c2ccccc2Cl)c1CN1CCOCC1	4	0.2	43*	-4	2	-3	4	-0.2	11
4	Cc1c2cnn(CC(=O)N3CCCCC3)c(=O)c2c(C)n1Cc1ccc(Cl)cc1	/	1.1	-3	-3	9	-2	-5	0.7	-21
5	O=C1COc2ccc(C(=O)NCc3ccc4c(c3)OCO4)cc2N1	10	-3.1	-10	-10	2	-14	-5	0.0	-5
6	Cc1cc(C)nc(OC(C(=O)O)C(OCC(C)C)(c2ccccc2)c2ccccc2)n1 (stereo not drawn)	-9	2.4	-6	-3	2	-15	0	-0.2	-9
7	Cc1cc(C)nc(N/N=C/c2ccc(N3CCOCC3)cc2)n1	/	/	/	3	2	-1	-4	-0.6	-29
8	COc1cc(C(=O)n2nc(C)cc2C)cc(OC)c1OC	-2	-1.1	9	-7	0	-1	-2	-0.1	1
9	CCC(=O)c1c[nH]c(C(=O)NCc2ccco2)c1	-10	0.2	5	6	1	-18	1	-0.1	-4
10	CC(C)Nc1ccc(-c2nc(-c3ccco3)no2)cc1[N+](=O)[O-]	/	0.4	-1	-1	0	-9	-1	-0.1	/
11	COc1ccc(C)cc1NC(=O)C12CCC(C)(C(=O)O1)C2(C)C (stereo not drawn)	9	-0.2	5	-4	0	16	6	-1.0	-10
12	Oc1ccc(C=NCC2COc3ccccc3O2)cc1 (stereo not drawn)	5	9.5	-13	2	2	-7	5	0.2	12
13	CN(C)S(=O)(=O)c1cccc(NC(=S)N/N=C/C(c2ccccc2)c2ccccc2)c1	-21	0.5	-20	0	1	7	-6	-0.4	/
14	Cc1ccc(NC(=S)NCC(O)c2ccccc2)c(C)c1 (stereo not drawn)	-9	-0.4	-13	-1	3	40	-3	-0.4	-1
15	O=C(CSCC(=O)Nc1cccc2ccccc12)Nc1cccc2ccccc12	/	/	/	4	1	6	-6	-0.5	6
16	c1ccc(C2=Nc3ccccc3NC(c3ccccc3)C2)cc1 (stereo not drawn)	-6	1.9	8	0	3	-1	-5	2.5	-6
17	O=C(NCCC1=CCCCC1)C(=O)NCC1OCCCN1S(=O)(=O)c1ccccc1 (stereo not drawn)	-16	1.0	13	2	0	7	-2	-0.6	-5
18	Cc1ccc(Cl)cc1NS(=O)(=O)c1c(C)[nH]c(=O)[nH]c1=O	-12	0.8	5	-2	3	-9	-2	0.0	-13
19	COc1ccc(CCNC(=O)CCCn2c(=O)c3ccccc3n(Cc3ccc(C)cc3)c2=O)cc1OC	/	-0.9	4	0	-2	-28	-3	-1.2	/
20	O=C1C(=O)N(c2ccccn2)C(c2cccc(F)c2)/C1=C(/O)c1ccccc1 (stereo not drawn)	7	0.5	30	9	0	0	-5	0.8	-6
21	O=C(COC(=O)c1ccc([N+](=O)[O-])o1)c1ccccc1	6	0.9	-3	13	-1	-5	-3	-0.3	-3
22	CN1C(=O)c2ccccc2N(C)C1c1ccccc1Cl (stereo not drawn)	1	-0.8	-8	0	2	-3	0	-2.1	-7
23	CCOC(=O)C1=C(CS(=O)(=O)c2ccccc2)NC(=O)NC1c1ccc(O)c(OC)c1 (stereo not drawn)	-14	0.7	12	-3	3	9	-2	0.2	-4
24	CCOC(=O)N1CCc2c(sc(N)c2C#N)C1	58*	74*	-26	6	1	2	7	0.6	-1
25	COc1ccc(OC)c(/C=N/NC(=O)CN2CCSCC2)c1	2	0.4	-2	-1	4	-4	-4	1.7	1
26	O=C(NCCc1ccccc1)C1CCN(S(=O)(=O)c2cccs2)CC1	-5	-0.2	-14	-4	0	-7	1	0.0	-23
27	Cn1c(=O)c2[nH]c(NCC3CCCO3)nc2n(-c2ccccc2)c1=O (stereo not drawn)	0	-1.0	-5	-4	7	10	1	0.3	0
28	COc1ccccc1-n1c(N)cc(=O)nc1SCC(=O)Nc1cc(C)on1	-10	0.1	3	-1	2	12	-7	-0.1	-13
29	N#Cc1c(SCC(=O)Nc2ccc(C(F)(F)F)cc2)sc2c(O)cc(=O)[nH]c12	22	0.0	-4	-3	3	9	1	1.0	-10
30	CC(/C=C1\SC(=S)N(c2ccc(C(=O)O)cc2)C1=O)=C\c1ccccc1	-12	-0.7	4	-6	1	10	5	-0.7	-29
31	NC(=O)c1cc2ccc(O)cc2oc1=NCc1ccccc1	-2	12	6	-8	150*	-17	0	26	8
32	CCc1ccc(NS(=O)(=O)c2ccc3[nH]cc(C(=O)NCCc4cccc(C)c4)c(=O)c3c2)cc1	/	-0.9	-7	3	1	-4	-5	0.9	4
33	COc1ccc(COCCN2CCN(S(=O)(=O)c3ccccc3)CCC2=O)cc1	29	0.2	-7	-9	3	-8	-1	0.0	/
34	O=C1CN(C(=O)COc2ccc(Br)cc2Br)c2ccccc2N1	0	-0.1	25	2	2	-9	0	3.2	0
35	CCCOc1ccc(/C=C2\SC(=S)N(CC3CCCO3)C2=O)cc1 (stereo not drawn)	4	0.4	8	-3	8	1	-4	0.7	-14
36	CCOc1ccc(NC(=O)CSc2nc(N3CCOCC3)nc(N3CCOCC3)n2)cc1	1	0.0	-3	-1	3	6	-10	12	-8
37	O=C(NC1CCCCC1)NC1(C(=O)N2CCN3CCCC3C2)CCCCC1 (stereo not drawn)	-12	1.3	-3	-1	0	5	-3	-0.1	-7
38	Cc1cc(NC(=O)COc2ccc(F)c(Cl)c2)no1	1	-0.5	-5	1	4	-7	-1	-0.6	2
39	O=C1COc2cc(S(=O)(=O)CCC(=O)NC3CCCCC3)c(Cl)cc2N1	/	0.3	-9	-5	4	-25	-11	0.2	/
40	Cc1cc(Cl)ccc1OCCCC(=O)OCC(=O)Nc1cccc(S(N)(=O)=O)c1	-31	0.4	-10	-8	4	-27	-1	0.9	-26
41	CC(=O)c1ccc(N2CCN(C(=O)COc3ccccc3F)CC2)c(F)c1	-11	0.1	-5	-4	4	-28	-7	1.3	7
42	COc1cccc(C2CC(=O)Nc3c2c(=O)nc2c(C)cccn32)c1 (stereo not drawn)	/	-0.2	5	-3	0	15	-2	0.8	/
43	N=c1c(S(=O)(=O)c2ccccc2)cc2c(=O)n3ccccc3nc2n1CCCN1CCOCC1	0	-0.2	10	0	5	1	2	-0.7	-21
44	CCn1c(CNC(=O)C(C)(C)C)nc2ccccc21	-13	0.8	7	/	0	4	5	-0.1	9
45	Cc1ccc2oc(C(=O)Nc3ccc(S(=O)(=O)Nc4ncccn4)cc3)c(C)c2c1	-10	0.3	6	2	3	2	5	-0.5	-20
46	N#Cc1c(NC(=O)CSc2nc(-c3ccccc3)cc(C(F)(F)F)n2)sc2c1CCC2	6	1.7	12	-2	1	-5	6	0.7	-10
47	COc1ccc(Cl)cc1NC(=O)CSc1nc(N2CCCCC2)nc(N2CCCCC2)n1	/	/	/	-6	2	-4	-4	-0.2	-2
48	CCOc1ccc(NC(=O)CS(=O)CC(=O)N(CC(=O)NC(C)(C)C)C2CCCC2)cc1 (stereo not drawn)	-4	-0.6	-6	0	1	-1	3	0.1	-10
49	CCCCc1nnc(NC(=O)c2ccc(-n3cncn3)c([N+](=O)[O-])c2)s1	-8	-0.6	8	-4	2	-7	-1	-0.2	9
50	COc1ccc(CC(=O)NCc2nc3cccnc3n2Cc2ccc(C)cc2)cc1	/	-1.4	-5	-5	0	-4	-5	-0.2	-4
51	Cc1ccc(S(=O)(=O)c2nnn3c2nc(NC(C)C)c2sccc23)cc1	/	-0.3	1	-7	5	-30*	-7	0.4	-23
52	CCOC(=O)/C=c1\s/c(=C\c2sccc2C)c(=O)n1CC(=O)NCc1ccc(C)cc1	-2	0.4	3	-2	5	-4	1	0.0	/
53	COc1ccc(N2CCN(C(=O)c3ccc(N(C)S(=O)(=O)c4ccc(C)cc4)cc3)CC2)cc1	3	-0.7	-1	-4	10	-28	-5	-3.0	-3
54	CC1CCN(CC(=O)Nc2ccccc2C(=O)c2ccccc2)CC1	-14	0.3	-12	-8	0	4	-1	-1.1	-3
55	CCOC(=O)C1=C(COC(=O)/C=C/c2ccc(OC)cc2OC)NC(=O)NC1C (stereo not drawn)	0	-1.1	16	-4	2	6	-3	0.0	-3
56	COc1cc2c(cc1OC)C(c1cccnc1)CC(=O)N2 (stereo not drawn)	12	1.5	0	-1	0	0	1	-0.2	/
57	Cc1nc(-c2ccc(S(=O)(=O)N3CCN(c4cc(Cl)ccc4C)CC3)cc2)co1	/	0.6	/	-3	0	3	-1	-0.1	/
58	CN(c1ccc(C(=O)NCCSC(C)(C)C)cc1)S(C)(=O)=O	-1	0.6	0	-3	2	8	-3	0.1	-6
59	CCO[C@@H]1OC(C(=O)N2CCN(Cc3ccc4c(c3)OCO4)CC2)=C[C@H](C2CC2)[C@H]1CCCO	-1	0.2	10	-5	2	-20	-8	0.1	/
60	COc1ccc(NS(=O)(=O)c2cnc(N)nc2)cc1Cl	/	0.2	7	-7	1	-5	-3	-0.1	-8
61	Cc1onc(-c2c(Cl)cccc2Cl)c1C(=O)N1CCSCC1	-5	0.4	8	-2	3	0	-1	-0.3	7
62	Cc1ccc(CNn2cnnc2SCC(=O)NC(C)(C)C)cc1	17	0.5	-8	-2	2	7	0	0.1	6

# Some of the entries above, reformatted:
[50] COc1ccc(CC(=O)NCc2nc3cccnc3n2Cc2ccc(C)cc2)cc1
[51] Cc1ccc(S(=O)(=O)c2nnn3c2nc(NC(C)C)c2sccc23)cc1
[52] CCOC(=O)/C=c1\s/c(=C\c2sccc2C)c(=O)n1CC(=O)NCc1ccc(C)cc1
[53] COc1ccc(N2CCN(C(=O)c3ccc(N(C)S(=O)(=O)c4ccc(C)cc4)cc3)CC2)cc1
[54] CC1CCN(CC(=O)Nc2ccccc2C(=O)c2ccccc2)CC1

Compound | 50 | 51 | 52 | 53 | 54
D2 antagonist | / | / | -2 | 3 | -14
D2 ag | -1.4 | -0.3 | 0.4 | -0.7 | 0.3
D2 potentiator | -5 | 1 | 3 | -1 | -12
D1 PAM | -5 | -7 | -2 | -4 | -8
D1 agonist | 0 | 5 | 5 | 10 | 0
D1 antagonist | -4 | -30* | -4 | -28 | 4
TRHR enhancer | -5 | -7 | 1 | -5 | -1
TRHR agonist | -0.2 | 0.4 | 0.0 | -3.0 | -1.1
RXFP1 antag | -4 | -23 | / | -3 | -3
